DT40 TDP1 no CPT – qHTS for Inhibitors of human tyrosyl-DNA phosphodiesterase 1 (TDP1): qHTS in cells in absence of CPT. DT40 Tdp1-/- hTDP1 cells, no CPT, ATP luminescence, 48 h. Potency, µM (series often up to 46.2 µM), for the others: top-dose activity change, negative = growth inhibition, actives largely listed as inhibitors. actives 15% (n = 420,000); note: nearly all actives have a fitted effect of over 55% in size
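Growth kinetics read by CellTiter-Glo luminescence after ≥48 hr at 37 °C. Cells: DT40 Tdp1-/- stably carrying human TDP1, 400 per well, compound exposure in the absence of CPT (DMSO vehicle).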
KAT2A inh – blocks human GCN5L2 histone acetyltransferase | Potency, µM (top dose mostly 58.9 µM), inactives show top-dose activity change, negative = inhibition, hits mostly inhibitors | actives 0.21% (n = 390,000) | GCN5L2 HAT assay, ThioGlo1 CoA-SH fluorescence | AID 504327
Target sequence (Q92830 whole entry, looked up): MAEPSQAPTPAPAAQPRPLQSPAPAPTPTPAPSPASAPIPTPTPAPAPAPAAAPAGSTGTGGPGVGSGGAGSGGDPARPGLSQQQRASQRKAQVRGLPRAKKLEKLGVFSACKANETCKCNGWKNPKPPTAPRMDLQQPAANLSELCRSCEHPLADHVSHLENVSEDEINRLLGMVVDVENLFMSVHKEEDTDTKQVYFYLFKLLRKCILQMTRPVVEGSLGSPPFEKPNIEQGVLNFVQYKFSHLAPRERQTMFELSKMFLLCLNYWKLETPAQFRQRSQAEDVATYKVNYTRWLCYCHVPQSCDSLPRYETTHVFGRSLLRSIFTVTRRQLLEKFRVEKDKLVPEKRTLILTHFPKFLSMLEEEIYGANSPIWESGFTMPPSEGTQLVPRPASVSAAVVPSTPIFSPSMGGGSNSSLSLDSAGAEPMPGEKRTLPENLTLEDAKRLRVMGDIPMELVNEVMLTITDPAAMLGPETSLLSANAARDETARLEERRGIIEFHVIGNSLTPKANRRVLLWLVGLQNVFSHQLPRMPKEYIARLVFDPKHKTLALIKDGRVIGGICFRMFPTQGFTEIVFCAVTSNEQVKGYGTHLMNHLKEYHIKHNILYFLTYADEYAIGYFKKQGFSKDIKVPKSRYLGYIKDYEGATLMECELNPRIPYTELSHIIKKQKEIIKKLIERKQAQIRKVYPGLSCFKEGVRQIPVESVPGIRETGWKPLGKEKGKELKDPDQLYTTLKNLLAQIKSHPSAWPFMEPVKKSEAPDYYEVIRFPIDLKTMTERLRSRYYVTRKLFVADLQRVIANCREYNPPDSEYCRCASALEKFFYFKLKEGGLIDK
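ThioGlo1-coupled HAT assay: 20nM GCN5L2, 70uM acetyl-CoA, 75uM H3(1-25) peptide, pH 7.5. Fluorescence read at 340/540nm at start and after 20 min at room temperature.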
TDP1 block – inhibitors of human tyrosyl-DNA phosphodiesterase TDP1; Q9NUW8; recombinant TDP1, AlphaScreen DNA substrate cleavage; Potency, µM (highest dose often 130 µM), without a hit: at the highest dose activity change, negative = inhibition, actives largely listed as inhibitors; actives 0.28% (n = 350,000); AID 485290; note: nearly all actives have a fitted effect of over 40% in size
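Recombinant human Tdp1 (E. coli-expressed, 1 nM final) preincubated with compounds 15 min at room temperature, then 5'-biotin/3'-phosphotyrosine-FITC DNA substrate (15 nM final) added for 5 min. AlphaScreen beads (10 ug/ml final) added 10 min; cleavage lowers signal.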
* = called active by the depositor; ? = inconclusive; · = no result given; [ ] = another dose, or the depositor's remark. Calls come from the whole dose curve; as a rule, active = well fitted curve in the direction sought with a large enough effect; inconclusive = small, poorly fitted or top-dose-only effect, or another doubt; inactive = no such curve, though single readings can be large; an effect the other way counts as inactive or inconclusive. % is set by controls: 0 for no effect and ±100 for the full control effect; potency is the fitted concentration of half-maximal effect.

1: COc1cc(/C=N/NC(=O)Cc2nnc(N)s2)cc(OC)c1OC
2: CC(=O)N(C(C)=O)c1c(N2CCCC2)c2ccccc2oc1=O
3: O=C(NCc1ccccc1)C1=C[C@@H](c2ccccc2)C[C@@H](OCc2ccc(CO)cc2)O1
4: COc1cc(NC(=S)NCCc2c[nH]c3ccccc23)c(OC)cc1Cl
5: COc1ccc(OCC(=O)N2c3ccccc3CC2C)c([N+](=O)[O-])c1 (stereo unspecified)
6: C=C(C)[C@@H]1CC[C@]2(C(=O)O)CC[C@]3(C)[C@H](CCC4[C@@]5(C)CC[C@H](O)C(C)(C)[C@@H]5CC[C@]43C)[C@@H]12 (stereo partly specified)
7: Cc1c(NS(=O)(=O)c2ccc3c(c2)Cc2ccccc2-3)c(=O)n(-c2ccccc2)n1C
8: Cc1cccc(NC(=O)C2CCN(C(=O)c3ccccc3C)CC2)n1
Screen / compound no.	1	2	3	4	5	6	7	8
TDP1 block	-2%	5%	4%	0%	4%	4%	5%	0%
KAT2A inh	-10%	-5%	-2%	-1%	-4%	4%	10%	2%
DT40 TDP1 no CPT	-6%	-5%	?	?	?	·	?	-13%

9: CCOC(=O)C1CCN(S(=O)(=O)c2cc(-c3onc(C)c3C)ccc2OC)CC1
10: N#CCSc1nc(N)c(C#N)c(C2CCCCC2)c1C#N
11: O=C(O)c1ccccc1-c1ccccc1C(=O)Nc1nc2ccccc2s1
12: O=C(CN(C(=O)CCC(=O)Nc1ccccn1)c1ccc2c(c1)OCO2)NCc1ccc(F)cc1
13: CC1(C)O[C@H]2OC([C@H](O)CON3C(=O)c4ccccc4C3=O)[C@H](O)[C@H]2O1 (stereo partly specified)
14: Cc1cc(C(=O)N(C)CC2CCCN(CCc3ccc(F)cc3)C2)c(C)o1 (stereo unspecified)
15: O=C(Nc1ccccc1N1CCOCC1)c1cccc(S(=O)(=O)Nc2ccccc2F)c1
16: COc1ccc(CNc2nc3c(c(=O)[nH]c(=O)n3C)n2Cc2ccccc2)cc1
Screen / compound no.	9	10	11	12	13	14	15	16
TDP1 block	8%	2%	-5%	-13%	-1%	4%[56.1 µM]	4%	·
KAT2A inh	21%	-12%	-2%	-4%	0%	13%	-3%	-5%
DT40 TDP1 no CPT	?	?	1%	-24%	1%	-30%	-2%	5%

17: CCn1c(SCC(=O)N/N=C/c2cccs2)nc2ccccc21
18: CCN(C(=O)c1cc2c(s1)-c1ccccc1OC2)c1cccc(C(F)(F)F)c1
19: Cn1c(=O)c2c(ncn2CC(=O)N2CCCc3ccccc32)n(C)c1=O
20: CCC(CC)C(=O)c1c[nH]c(C(=O)N2CCN(c3ccccc3)CC2)c1
21: CCNc1ncc2nc(-c3cccs3)c(=O)n(C[C@H]3CCCO3)c2n1
22: COc1ccc2[nH]c(=O)c(CN(C)C(=O)C3CCCCC3)cc2c1
23: CC(C(=O)N1c2ccccc2CC1C)N1CCN(S(=O)(=O)c2ccccc2F)CC1 (stereo unspecified)
24: CC(C)N=C(N)/N=C(\N)Nc1ccc(Cl)cc1
Screen / compound no.	17	18	19	20	21	22	23	24
TDP1 block	3%	-1%	6%	0%	·	1%	3%	4%[56.1 µM]
KAT2A inh	3%	-12%	-1%	-6%	-16%	-4%	-1%	7%[21.4 µM]
DT40 TDP1 no CPT	?	18µM*	-4%	-25%	-6%	?	?	·

25: O=P(O)(O)OP(=O)(O)OP(=O)(O)O
26: Cn1cccc1C1C(C#N)=C(N)OC2=C1C(=O)CC(C)(C)C2 (stereo unspecified)
27: CCC(CO)Oc1cc(NC(=O)c2cccc3ccccc23)c2ncn(C(C)C)c2c1 (stereo unspecified)
28: CCC(C)c1ccc(NC(=O)c2cccnc2)cc1 (stereo unspecified)
29: CCN(CC(=O)Nc1ccc2c(c1)OCCO2)CC(=O)Nc1ccc(C)c(S(=O)(=O)N(C)C)c1
30: CC(NC(=O)NNC(N)=S)(C(F)(F)F)C(F)(F)F
31: COC(=O)c1sc(NC(=S)NC(=O)c2cc(OC)c(OC)c(OC)c2)nc1C
32: CCOc1ccc(N2C(=O)CC(N3CCN(C(=O)CN4CCCC4)CC3)C2=O)cc1 (stereo unspecified)
Screen / compound no.	25	26	27	28	29	30	31	32
TDP1 block	2%	1%	·	6%	1%	·	6%	-2%
KAT2A inh	5%	0%	-21%	-5%	-4%	-3%	-15%	1%
DT40 TDP1 no CPT	-14%	1%	?	-20%	?	4%	-28%	-10%

33: CN(C)CCCNC(=O)C[C@H]1C[C@H](C(=O)N2CCCCC2)[C@@]2(CCc3ccccc3)c3[nH]c4cc(-c5ccco5)ccc4c3CCN2C1=O
34: COc1ccc(C(C(=O)NC2CCCCC2)N(Cc2cccs2)C(=O)Cc2c[nH]c3ccccc23)cc1OC (stereo unspecified)
35: Cc1ccc(N2C(=O)N(CC(=O)NC(N)=O)C(=O)C2C)cc1 (stereo unspecified)
36: C/C(=N\N=c1/sc2ccccc2n1C)c1ccccn1
37: Cc1oc(-c2cccc(C(F)(F)F)c2)nc1CN1CCC[C@H]1CO
38: CCCc1nn(CCc2ccccn2)c(N)c1CC
39: COc1ccc(Oc2ncc3nc(-c4cc(F)cc(F)c4)c(=O)n(CCC#N)c3n2)cc1
40: Cc1cc(C)nc(SC2CC(=O)N(c3ccc(Br)cc3)C2=O)n1 (stereo unspecified)
Screen / compound no.	33	34	35	36	37	38	39	40
TDP1 block	4%[56.1 µM]	2%	5%	4%	-2%	7%	·	·
KAT2A inh	1%	-2%	1%	-11%	?	-3%	-15%	7%
DT40 TDP1 no CPT	?	21µM*	2%	?	-9%	-20%	?	?

41: CCCn1c(SCC(=O)NCCc2ccc(Cl)cc2Cl)n[nH]c1=O
42: COc1ccc(C(C)=O)cc1CSc1ccc(S(=O)(=O)N2CCCCC2)cn1
43: CC(=O)Cn1c(CN2CC(C)CC(C)C2)nc2c1c(=O)n(C)c(=O)n2C (stereo unspecified)
44: Cc1ccccc1OCCCCn1cnc2ccccc21
45: CCOc1cc(C(=O)Nc2ccc(C(=O)NCCN(CC)CC)cc2)ccc1OCC(=O)N1CCOCC1
46: Cc1ccc(NC(=O)c2sc(N)nc2-c2ccccc2)cc1C
47: COC(=O)[C@]1(C)CCC[C@@]2(C)C3CC[C@@]4(C)C[C@]3(CC[C@H]12)C[C@H]4O (stereo partly specified)
48: c1ccc(CCNc2ccnc3cc4ccccc4cc23)cc1
Screen / compound no.	41	42	43	44	45	46	47	48
TDP1 block	3%	-3%[56.1 µM]	5%	-1%	2%	3%	·	11%
KAT2A inh	-24%	-14%	-1%	-3%	-21%	-3%	-10%	-10%
DT40 TDP1 no CPT	-20%	16µM*	-25%	13µM*	-17%	?	?	7.3µM*

Laid out differently: entries from further up
Every second line gives: TDP1 block | KAT2A inh | DT40 TDP1 no CPT
33: CN(C)CCCNC(=O)C[C@H]1C[C@H](C(=O)N2CCCCC2)[C@@]2(CCc3ccccc3)c3[nH]c4cc(-c5ccco5)ccc4c3CCN2C1=O
  4%[56.1 µM] | 1% | ?
34: COc1ccc(C(C(=O)NC2CCCCC2)N(Cc2cccs2)C(=O)Cc2c[nH]c3ccccc23)cc1OC (stereo unspecified)
  2% | -2% | 21µM*
35: Cc1ccc(N2C(=O)N(CC(=O)NC(N)=O)C(=O)C2C)cc1 (stereo unspecified)
  5% | 1% | 2%
36: C/C(=N\N=c1/sc2ccccc2n1C)c1ccccn1
  4% | -11% | ?
37: Cc1oc(-c2cccc(C(F)(F)F)c2)nc1CN1CCC[C@H]1CO
  -2% | ? | -9%
38: CCCc1nn(CCc2ccccn2)c(N)c1CC
  7% | -3% | -20%
39: COc1ccc(Oc2ncc3nc(-c4cc(F)cc(F)c4)c(=O)n(CCC#N)c3n2)cc1
  · | -15% | ?
40: Cc1cc(C)nc(SC2CC(=O)N(c3ccc(Br)cc3)C2=O)n1 (stereo unspecified)
  · | 7% | ?
41: CCCn1c(SCC(=O)NCCc2ccc(Cl)cc2Cl)n[nH]c1=O
  3% | -24% | -20%
42: COc1ccc(C(C)=O)cc1CSc1ccc(S(=O)(=O)N2CCCCC2)cn1
  -3%[56.1 µM] | -14% | 16µM*
43: CC(=O)Cn1c(CN2CC(C)CC(C)C2)nc2c1c(=O)n(C)c(=O)n2C (stereo unspecified)
  5% | -1% | -25%
44: Cc1ccccc1OCCCCn1cnc2ccccc21
  -1% | -3% | 13µM*
45: CCOc1cc(C(=O)Nc2ccc(C(=O)NCCN(CC)CC)cc2)ccc1OCC(=O)N1CCOCC1
  2% | -21% | -17%
46: Cc1ccc(NC(=O)c2sc(N)nc2-c2ccccc2)cc1C
  3% | -3% | ?
47: COC(=O)[C@]1(C)CCC[C@@]2(C)C3CC[C@@]4(C)C[C@]3(CC[C@H]12)C[C@H]4O (stereo partly specified)
  · | -10% | ?
48: c1ccc(CCNc2ccnc3cc4ccccc4cc23)cc1
  11% | -10% | 7.3µM*

Following part.
49: CN(CC(=O)O)c1ccc(C(F)(F)F)cc1[N+](=O)[O-]
50: O=C(Nc1ccc(Nc2ccccc2)cc1)c1ccc(Br)cc1
51: CCOCCn1ccc2c(OCC(=O)NCCc3ccc(OC)c(OC)c3)cccc2c1=O
52: Cn1cc(C=O)c(-c2ccc3c(c2)OCCCO3)n1
53: CCOc1ccc(-c2nnn(CCC#N)n2)cc1OC
54: CCc1noc(C)c1C(=O)Nc1ccc(Cl)c(S(=O)(=O)N2CCCCC2)c1
Screen / compound no.	49	50	51	52	53	54
TDP1 block	2%	·	4%	8%	-3%	0%
KAT2A inh	-4%	1%	0%	-1%	-4%	-1%
DT40 TDP1 no CPT	-1%	-20%	-4%	-12%	?	?

Screens: PubChem, National Center for Advancing Translational Sciences (NCATS)

A portion of the library, so the mix of outcomes need not match the whole.
